Compound activity deposited in PubChem by several laboratories.
SSB-PriA inh: inhibitors of Klebsiella pneumoniae PriA binding to SSB C-terminal tail, primary screen, biochemical, AlphaScreen. PriA–SSB C-terminal tail interaction (Klebsiella pneumoniae). AlphaScreen SSBct-PriA binding, biotinylated peptide. inhibition, % at 33 µM. AID 1272365, 2023. hit rate 0.6% among 430,000; in the data active = inhibition mostly above about 37%, no sharp cut-off; inactive = mostly below about 20%;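 note: plate controls were negative control peptide for no effect and reference peptide for full effect; strong numbers were not always called active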
MazEF act: activators of E. coli MazEF toxin-antitoxin RNase, primary screen, biochemical, fluorescence, uHTS | Endoribonuclease toxin MazF (Escherichia coli (strain K12)), P0AE70 | FAM/BHQ RNA-DNA oligo cleavage fluorescence, 5 h | activation, % at 20 µM | hit rate 0.32% among 350,000 | AID 504720, 2011; in the data active = activation above about 50%
Target sequence (P0AE70 whole entry, looked up): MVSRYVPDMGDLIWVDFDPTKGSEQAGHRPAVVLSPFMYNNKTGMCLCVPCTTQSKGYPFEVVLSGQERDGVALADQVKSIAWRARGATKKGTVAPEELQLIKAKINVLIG
Anthrax LF inh2: Bacillus anthracis LF protease inhibitors, primary screen, biochemical, multiplex microsphere, MLPCN library; inhibition, % at 10 µM; hit rate 0.12% among 360,000; multiplex microsphere protease cleavage assay; Lethal factor (Bacillus anthracis), P15917; note: plate controls were buffer without enzyme for full effect and enzyme alone for no effect
Target sequence (P15917 whole entry, looked up): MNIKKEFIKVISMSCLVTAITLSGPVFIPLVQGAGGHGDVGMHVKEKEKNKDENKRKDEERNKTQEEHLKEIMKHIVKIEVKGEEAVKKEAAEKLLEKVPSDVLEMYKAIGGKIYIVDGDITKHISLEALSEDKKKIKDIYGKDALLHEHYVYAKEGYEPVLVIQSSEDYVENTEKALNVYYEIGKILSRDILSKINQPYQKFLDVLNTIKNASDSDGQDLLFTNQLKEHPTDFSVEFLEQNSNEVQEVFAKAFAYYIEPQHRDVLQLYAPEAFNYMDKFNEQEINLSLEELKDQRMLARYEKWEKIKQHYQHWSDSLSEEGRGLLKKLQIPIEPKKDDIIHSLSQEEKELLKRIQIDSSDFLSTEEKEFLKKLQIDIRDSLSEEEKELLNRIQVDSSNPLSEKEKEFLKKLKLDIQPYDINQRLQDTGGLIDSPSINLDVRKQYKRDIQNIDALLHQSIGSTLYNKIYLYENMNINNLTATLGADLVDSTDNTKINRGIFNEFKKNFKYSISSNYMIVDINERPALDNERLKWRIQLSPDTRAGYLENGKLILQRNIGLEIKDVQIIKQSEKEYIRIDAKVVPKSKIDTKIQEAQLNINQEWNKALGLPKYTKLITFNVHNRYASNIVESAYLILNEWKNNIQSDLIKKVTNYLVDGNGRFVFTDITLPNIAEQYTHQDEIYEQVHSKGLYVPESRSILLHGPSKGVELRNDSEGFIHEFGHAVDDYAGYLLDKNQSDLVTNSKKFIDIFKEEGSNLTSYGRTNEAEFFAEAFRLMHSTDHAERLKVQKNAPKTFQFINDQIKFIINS
DUSP3 inh: VHR1 phosphatase inhibitors, primary screen, biochemical, absorbance, uHTS; Dual specificity protein phosphatase 3 (Homo sapiens), P51452; recombinant VHR phosphatase, pNPP absorbance; inhibition, % at 13.3 µM; hit rate 0.52% among 290,000; AID 1654, 2009; in the data active = inhibition above about 50%; note: some compounds called inactive have numbers as strong as hits
CCHF vOTU inh: CCHFV vOTU protease inhibitors, primary screen, biochemical, Pep-AMC substrate, fluorescence; Crimean-Congo hemorrhagic fever virus L polyprotein viral ovarian tumor (vOTU) protease …; inhibition, % at 11.5 µM; hit rate 0.55% among 370,000; AID 651958, 2012; in the data active = inhibition above about 30%; note: 0% = vehicle wells with enzyme and 100% = no enzyme wells
3CLpro inhibitor: SARS-CoV 3CLpro protease inhibitors, primary screen, biochemical, quenched FRET | recombinant SARS-CoV 3CLpro, quenched FRET peptide cleavage | inhibition, % at 6 µM | hit rate 0.14% among 290,000; in the data active = inhibition above about 12%
BoNT-A LC inh2: BoNT/A light chain protease inhibitors, primary screen, biochemical, flow cytometry, MLPCN library; Botulinum neurotoxin type A light chain protease (Clostridium botulinum A str. ATCC 3502); multiplex microsphere protease substrate cleavage; hit rate 0.17% among 360,000; AID 588499, 2011; inhibition, % at 10 µM; note: plate controls were buffer without enzyme for full effect and enzyme alone for no effect
PrPC surface inh: inhibitors of human cell surface prion protein PrPC, primary screen, cell-based, TR-FRET | TR-FRET read-out | inhibition, % at 13.8 µM | hit rate 0.43% among 370,000; in the data active = inhibition above about 24%; note: 0% = median of the test wells and 100% = reference compound wells
BoNT F protease: BoNT/F light chain protease inhibitors, primary screen, biochemical, flow cytometry, MLPCN library. hit rate 0.22% among 360,000. inhibition, % at 10 µM. Multiplex microsphere protease cleavage assay. Botulinum neurotoxin type F light chain protease (Clostridium botulinum); in the data active = inhibition above about 35%, passing the limit was not always enough; inconclusive = no clear call, values can overlap the other calls; note: plate controls were buffer without enzyme for full effect and enzyme alone for no effect
Rv3671c protease: Rv3671c serine protease inhibitors, primary screen, biochemical, fluorescence polarization, M. tuberculosis H37Rv; hit rate 0.048% among 320,000; P9WHR9; inhibition, % at 5.96 µM; in the data active = inhibition above about 38%;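 note: extracellular domain of Rv3671c used as enzyme; 0% = enzyme with DMSO and 100% = no enzyme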
The depositor's hits bear a star; u = inconclusive; x = no result given; & = joins results of further samples. Cut-off read from the data, not from the text of the source, unless noted: active = inhibition above about 30%; inconclusive = no clear call, values can overlap the other calls; inactive = below that. This is a subset. The share of hits here may be higher or lower than overall.

SMILES	SSB-PriA inh	MazEF act	Anthrax LF inh2	DUSP3 inh	CCHF vOTU inh	3CLpro inhibitor	BoNT-A LC inh2	PrPC surface inh	BoNT F protease	Rv3671c protease
CCc1nc2ccccc2n1CC(C)C(=O)O (centres undefined)	3	1	-5	0	-19	-2	0.5	-2	6	-7
COc1ccc(CNC(=O)c2ccc(-n3cncn3)c3ccoc23)cc1OC	x	x	1	x	5	x	0.2	0	-2	x
Cc1c(C(=O)NCC2CC2)sc(=O)n1Cc1cccc(F)c1	x	x	-4	x	-2	x	0.0	2	1	x
C=C(C)C(=O)Nc1cccc(C2=NOC3(C2)C[C@@H](C(N)=O)N(C(=O)/C=C/C=C/C)C3)c1 (some centres undefined)	29	2	1	45	-3	x	-0.2	-3	12	-2
N#Cc1ccc(N2CCN(C(=O)c3cccc(F)c3)CC2)c(F)c1	-5	4	-1	16	-2	0	-0.8	-2	-10	5
Cc1ccnc(SCCn2c(N3CCN(c4ccccc4)CC3)nc3c2c(=O)[nH]c(=O)n3C)n1	-6&-24	6	-13	36	6	4	-0.3	6	-5	1
CCOc1ccccc1NC(=O)CSc1ccccc1	-38	-2	-4	15	0	0	1.2	2	-2	-3
COC(=O)c1ccccc1S(=O)(=O)N1CCC(C(=O)NCc2ccco2)CC1	-18	1	x	x	-7	x	x	0	x	-2
Cc1ccc2nc(NC(=O)CSc3nc(=O)n(CCCN(C)C)c4c3CCC4)sc2c1	3	15	-2	x	4	x	-2.4	-14	-11	-3
CS(=O)(=O)N1c2ccccc2[C@]2([C@@]34C[C@H]5C(=O)N[C@@H](Cc6ccccc6)C(=O)N5[C@@H]3N(S(C)(=O)=O)c3ccccc34)C[C@H]3C(=O)N[C@@H](Cc4ccccc4)C(=O)N3[C@H]12	-25	0	x	x	-7	x	x	7	x	-2
CN1CCN(CC(=O)Nc2cc(N(C)C)nc3ccccc23)CC1	-4	7	1	21	-23	-5	-0.2	-6	-1	4
Cc1nn(CC(=O)NCc2ccc(OC(C)C)cc2)c(=O)c2cc(-c3ccccc3)nn12	-11	8	2	23	x	3	-1.2	x	-4	-3
CNc1ccc(Cl)nn1	-1	7	-7	20	3	-1	-0.5	3	-3	-3
Cc1cc2c(cc1S(=O)(=O)CCC(=O)N(C)C1CCCCC1)OCC(=O)N2	7	3	0	-10	-1	-4	-0.3	-1	-7	4
O=C(Nc1ccc(CSc2ccccc2)cc1)c1ccco1	-11	-16	-3	0	-2	2	0.0	-3	3	-2
O=C(O)c1cccnc1SCc1cccc(Br)c1	-14	-15	0	-9	5	5	-1.5	-6	-25	-14
Cc1cnc(C(=O)NC2CC(C)(C)Cc3c2cnn3-c2cccc(F)c2)cn1 (centres undefined)	-4	7	0	19	23	0	-2.2	2	1	-4
C/C(=N\NC(=O)CNC(=O)c1cccs1)c1ccc(Cl)c(Cl)c1	x	8	1	7	8	0	1.3	-3	0	-7
Cc1ccccc1N1CC2=C(C1=O)C(c1ccccc1)NC(=O)N2C (centres undefined)	-8	-4	11	-11	-12	0	2.7	-3	28	8
COC(=O)c1c(N2C(=O)Nc3ccccc3N2O)sc2c1CCCC2	1	0	0	-11	21	3	0.7	5	3	-1
CCOCCN1CCC(OC(C)=O)C(C)C1 (centres undefined)	-13	-4	2	26	-6	2	0.0	-2	11	1
COc1ccc(-n2c(C)csc2=S)cc1	-19	-2	4	9	-10	0	0.1	-2	-11	-1
Cc1ccc2cc(CCNC(=O)c3ccc(Br)o3)c(=O)[nH]c2c1	3&-1	4	-3	28	3	-3	-0.5	8	6	-1
CCOCCn1c(CN2CCc3ccccc3C2)nc2c1c(=O)n(C)c(=O)n2C	-11	4	-6	22	-6	-1	-0.3	-11	2	7
CCN1CCN(C(=O)c2cc(COc3ccc4ncccc4c3)on2)CC1	1	3	-8	10	-10	0	-2.3	19	-9	-1
COc1ccc(-c2csc(N3C(=O)C4C5c6ccccc6C(c6ccccc65)[C@@H]4C3=O)n2)cc1 (some centres undefined)	-16	-15	-1	-10	2	-1	0.6	-2	2	-14
CCCn1cnnc1CNC(=O)[C@H]1O[C@@H](n2ccc(=O)[nH]c2=O)[C@H](O)[C@@H]1O	x	x	-5	x	-9	x	-0.3	6	-2	x
c1ccc(-c2nc(-c3nccc4ccccc34)oc2-c2ccccc2)cc1	-6	0	-2	-9	7	4	2.6	-1	5	-29
Cc1noc(C)c1COC(=O)CCCOc1ccc(Cl)cc1Cl	-14	-5	-4	10	2	-2	0.0	1	3	1
OCC1(CO)COC(CCc2ccccc2)=N1	-6	5	-4	-6	-4	-3	-0.2	4	3	-3
CSCCC(N=Cc1c(O)n(-c2ccc(Cl)cc2)c(=O)[nH]c1=O)C(=O)OC(C)(C)C (centres undefined)	0	11	9	7	8	-2	1.9	-1	-4	-6
CCOc1nc(CC)nc(NC(=O)NS(=O)(=O)c2ccccc2Cl)n1	-13	2	-1	0	5	-1	0.2	4	7	-4
CCn1c(O)c(N=NC(=O)c2ccc(CSc3nncn3C)cc2)c2ccccc21	-8	-2	2	3	0	0	-1.2	-38	-12	-10
O=C(CN1CCN(S(=O)(=O)c2ccc3ccccc3c2)CC1)N1CCc2ccccc2C1	-7	1	-4	41	0	0	-0.3	-1	-8	0
O=C(Nc1ccc(-c2nc3cccnc3s2)cc1)c1ccc(Br)o1	-7	-64	-5	-17	-9	-3	1.1	3	0	x
O=C(CC(c1ccccc1)C1CCCCC1=O)c1ccccc1 (centres undefined)	-6	1	3	x	1	x	-0.9	-1	-10	x
Cc1ccc(S(=O)(=O)NCC(=O)OC(C)C(=O)NCc2ccc3c(c2)OCO3)cc1 (centres undefined)	25	-1	0	x	10	x	3.0	-6	-4	x
O=C(Nc1cccc(C(F)(F)F)c1)c1ccc(Cn2cc(Br)cn2)o1	-23	3	-11	30	12	4	4.7	6	5	-31
COc1cccc(-n2ccnc2SCC(=O)Nc2cc(OC)ccc2OC)c1	46*	11	-1	4	4	-3	-0.1	4	17	-11
O=C(/C(=C/O)N=Nc1ccccc1)c1ccco1	x	-15	-7	-5	8	-8	-0.5	1	-10	-1
O=C(Cc1ccc(F)cc1)NC(Cc1c[nH]c2ccccc12)C(=O)O (centres undefined)	-6	2	2	3	8	-5	-1.2	-5	-5	-8
O=C(NCCN1CCOCC1)/C(=C/c1ccc(F)cc1)NC(=O)c1ccccc1	-5	-41	-1	18	8	3	-1.4	-2	-8	2
O=C(NC(=S)Nc1ncccn1)c1ccc(F)cc1	-24	4	6	25	5	-5	0.7	0	11	-5
CC(=O)Nc1ccc(S(=O)(=O)NCCC(=O)NC2CCCCCC2)cc1	-9	1	-49	x	-3	x	-244	-6	u	x
COc1ccc(N2CC(C(=O)N[C@@H](CC(C)C)C(=O)NC3CCCC3)CC2=O)cc1 (some centres undefined)	-5	1	-4	8	6	-1	-0.5	7	3	0
CC(=O)OC(C(=O)NCS(=O)(=O)c1ccc(C)cc1)c1cccnc1 (centres undefined)	-15	-12	-3	32	12	5	-1.1	-5	-6	1
CCN(Cc1ccccc1OC)CC1CCCN(CCc2cccc(OC)c2)C1 (centres undefined)	-5	3	-2	4	-1	-2	2.7	-7	1	7
Cc1cccc(C2=NN(c3ccccc3)[C@H](CO)[C@H]2c2ccc(Cl)cc2)c1	-4	-5	2	x	-4	x	1.4	8	1	x
CCCc1nc2oc3c(OC)ncnc3c2c2c1COC(C)(C)C2	-25	3	2	7	14	2	0.2	-5	-4	-2
Cc1ccc(OCCn2ccnc2)c(C)c1	-9	1	-6	0	7	-7	-2.1	-3	u	-6

(further entries)
SMILES	SSB-PriA inh	MazEF act	Anthrax LF inh2	DUSP3 inh	CCHF vOTU inh	3CLpro inhibitor	BoNT-A LC inh2	PrPC surface inh	BoNT F protease	Rv3671c protease
Cc1ccn2cc(CCNC(=O)CC(C)(C)C)nc2c1	-6	0	1	22	-1	5	-0.3	-3	6	1
CC(C)(C)NC(=O)C(c1ccncc1)N(CC1CCCO1)C(=O)Cn1nnc(-c2ccc(F)cc2)n1 (centres undefined)	-12	-8	-2	14	-7	3	-0.2	-3	-2	7
CCCCOc1ccc(C(=O)NCc2ccncc2)cc1	6	-5	1	0	-8	-2	u	5	2	-8
CCOc1ccc(C(=O)NCC(=O)OCC(=O)N(C)CC(=O)Nc2ccccc2CC)cc1OCC	-13	5	u	x	2	x	-0.2	6	2	x
Cc1ccc(/C=C2\C(=O)NC(=S)N(c3ccccc3F)C2=O)s1	1	0	2	10	9	2	-0.1	1	-12	-62
COCCn1nnnc1C(c1cccs1)N1CCN(c2ccccc2)CC1 (centres undefined)	-8	-19	-7	7	-16	0	-3.3	0	-23	-3
Cc1cc2cc(CNC(=O)c3cccc([N+](=O)[O-])c3)ccc2[nH]1	16	3	-49	0	-2	-3	79*	-8	-64	12
Cc1ccc(-n2nnnc2SCn2nnc3ccccc3c2=O)cc1	16	-5	-6	18	9	1	0.1	14	6	-5
CCn1c(CN2CCOCC2)nnc1SCC(=O)Nc1ccc(C(C)=O)cc1	9	-5	-5	32	15	-6	0.1	-6	-2	-7
COC(=O)c1c(NC(=O)COC(=O)CNC(=O)c2cccc(OC(F)F)c2)sc(C)c1C	x	4	6	x	1	x	0.0	4	1	x
COc1ccc(C2C(=O)N(C3CCCCC3)CC(=O)N2CCc2ccccc2)cc1OC (centres undefined)	-17	-1	-1	26	-6	-7	-3.4	1	-5	-5
CC1(C)Cc2nc3sc(C(N)=O)c(N)c3cc2CO1	0	6	-4	17	11	1	0.0	-7	-12	6
COCCCn1c(SCc2nnc(-c3ccccc3)o2)nc2sc3c(c2c1=O)CCC3	-13	-3	0	36	7	-2	0.4	2	0	-5
O=C(O)C1CC(=O)N(c2ccc(Br)cc2)C1 (centres undefined)	-11	-6	-3	24	5	-1	-0.2	-6	0	-3
CC12CCC3(CC1CCC1OC12)OCCO3 (centres undefined)	-2	10	-1	x	-14	x	0.5	3	-8	x
CC[C@@H](C(=O)n1nc(C)cc1C)[C@H](NS(=O)(=O)c1ccc(C)cc1)c1ccccc1	-8	-6	-2	19	14	-2	-0.2	7	-6	-11
Cc1ccccc1C(=O)c1c[nH]c(C(=O)NCCCn2ccnc2)c1	-2	6	-2	24	1	1	0.1	-5	-8	0
CCCCNC(=O)NNC(=O)COc1cccc(C)c1C	1	1	0	3	-2	0	0.5	-5	-6	-1
CCN(CC)c1ccc(N2C(=O)/C(=C\c3cccnc3)SC2=S)cc1	-10	0	5	19	-1	0	1.5	-4	8	-4
